Screening results from PubChem.
CatB mix inh: cathepsin B inhibitors from pooled compounds, primary screen, biochemical, compound mixtures, AMC fluorescence; inhibition, %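 (ten-compound pools at 5 µM per compound and 50 µM total)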; P07858; Purified cathepsin B, AMC dipeptide fluorescence; hit rate 0.06% among 62,000; in the data active = inhibition above about 22%, passing the limit was not always enough;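 note: 0% = enzyme without compound and 100% = no enzyme blank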
FXIa inh mix: FXIa protease inhibitors in compound pools, primary screen, biochemical, 10-compound mixtures. Coagulation factor XI (Homo sapiens), P03951. purified FXIa, fluorogenic substrate, pooled mixtures. inhibition, % at 5 µM. hit rate 0.19% among 62,000. AID 680, 2007;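 note: each value is inhibition by a whole ten-compound pool holding the compound; 0% = enzyme with no mixture and 100% = wells lacking enzyme; strong numbers were not always called active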
Cathepsin G inh: human cathepsin G inhibitors, primary screen, biochemical, pooled compound mixtures, AMC fluorescence; P08311; purified enzyme, AMC-tetrapeptide fluorescence; inhibition, % at 5 µM (by protocol); hit rate 0.2% among 62,000; AID 581, 2007;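 active = inhibition above 20% in each of the two mixture wells holding the compound; inactive = inhibition of 20% or less in either well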;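 note: 0% = enzyme control without mixture and 100% = blank lacking enzyme; strong numbers were not always called active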
Target sequence (P08311 21-244 limits assumed): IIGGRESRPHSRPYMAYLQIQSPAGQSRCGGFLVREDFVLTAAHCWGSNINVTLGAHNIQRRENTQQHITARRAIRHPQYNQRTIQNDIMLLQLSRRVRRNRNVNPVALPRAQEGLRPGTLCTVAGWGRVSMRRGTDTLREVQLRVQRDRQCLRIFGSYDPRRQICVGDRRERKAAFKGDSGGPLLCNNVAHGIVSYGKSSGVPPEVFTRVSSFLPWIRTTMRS
Abs 340nm: compound light absorbance at 340 nm, profiling panel, artefact control, biochemical, MLSMR library, data from PS, PMK, MK assays | compound absorbance at 340 nm, fold over control | fold change at 10 µM | 65,000 tested, under 10 active | AID 708, 2007;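 active = at 10 µM dose, initial 340 nm absorbance at least 2 fold that of control wells; inactive = change under 2 fold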;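 note: initial absorbance extrapolated from kinetic A340 decline of NADH oxidation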
CatL block: inhibitors of human cathepsin L, biochemical; hit rate 0.17% among 58,000; Procathepsin L (Homo sapiens), P07711; inhibition, %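 (tested at 10 µM)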; AID 460, 2006; purified cathepsin L, fluorogenic substrate, fluorescence; in the data active = inhibition above about 45%;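 note: 0% = enzyme with no compound and 100% = no enzyme blank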
FXIIa mix inh: human factor XIIa inhibitors, primary screen, biochemical, pooled compound mixtures, fluorogenic substrate | purified FXIIa | inhibition, % at 5 µM | hit rate 0.2% among 62,000 | AID 684, 2007;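 note: 0% = enzyme without compound and 100% = no enzyme blank; some results filed as inactive read as strong as hits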
Target sequence (P00748 20-372 limits assumed): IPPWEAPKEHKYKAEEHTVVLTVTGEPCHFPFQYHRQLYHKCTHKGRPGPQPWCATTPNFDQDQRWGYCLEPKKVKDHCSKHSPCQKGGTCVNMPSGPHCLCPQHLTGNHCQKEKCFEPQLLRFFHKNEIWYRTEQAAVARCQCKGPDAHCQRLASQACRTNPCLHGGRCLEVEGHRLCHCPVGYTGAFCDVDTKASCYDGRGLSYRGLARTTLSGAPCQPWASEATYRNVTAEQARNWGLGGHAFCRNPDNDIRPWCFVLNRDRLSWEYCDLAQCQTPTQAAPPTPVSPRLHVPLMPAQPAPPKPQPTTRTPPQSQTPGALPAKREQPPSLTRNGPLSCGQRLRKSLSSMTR
Target sequence (P00748 373-615 limits assumed): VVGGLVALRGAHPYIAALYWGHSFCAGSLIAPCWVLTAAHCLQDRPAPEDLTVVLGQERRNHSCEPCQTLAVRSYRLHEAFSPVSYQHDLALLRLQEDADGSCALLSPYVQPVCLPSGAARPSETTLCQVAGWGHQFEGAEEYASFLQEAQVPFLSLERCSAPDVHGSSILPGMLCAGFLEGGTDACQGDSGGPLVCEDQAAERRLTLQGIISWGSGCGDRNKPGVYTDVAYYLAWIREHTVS
C1s inh: complement C1s protease inhibitors, primary screen, biochemical, 10-compound mixtures; Complement C1s subcomponent (Homo sapiens), P09871; purified C1s, fluorogenic AMC substrate, pooled mixtures; mean inhibition % of two 10-compound mixtures (active compounds read high), % at 5 µM (by protocol); hit rate 0.16% among 62,000; AID 538, 2006;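 active = inhibition above 20% in each of the two 10-compound mixture wells holding the compound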;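 note: 0% = enzyme wells lacking compound mixture and 100% = no-enzyme blank wells; some compounds called inactive have numbers as strong as hits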
CatS block: inhibitors of human cathepsin S, biochemical, compound mixtures. P25774. hit rate 0.06% among 62,000. recombinant cathepsin S, AMC dipeptide fluorescence, pooled mixtures. inhibition, %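 (tested at 5 µM per compound within 10-compound mixtures)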; in the data active = inhibition above about 32%, passing the limit was not always enough;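 note: 0% = enzyme without compound and 100% = blank without enzyme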
Target sequence (P25774 115-331 limits assumed): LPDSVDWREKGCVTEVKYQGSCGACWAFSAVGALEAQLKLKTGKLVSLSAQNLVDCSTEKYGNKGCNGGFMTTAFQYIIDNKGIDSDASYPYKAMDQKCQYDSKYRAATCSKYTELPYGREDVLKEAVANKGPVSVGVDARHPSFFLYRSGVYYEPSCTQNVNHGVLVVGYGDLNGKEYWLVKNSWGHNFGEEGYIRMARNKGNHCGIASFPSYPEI
CatB block: human cathepsin B inhibitors, primary screen, biochemical, fluorogenic substrate; inhibition, %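 (tested at 10 µM)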; hit rate 0.1% among 63,000; purified cathepsin B, fluorescence; in the data active = inhibition above about 21%;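 note: 0% = enzyme with no compound and 100% = no enzyme blank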
Numbers without * were called inactive; . = not tested or not shown. Cut-off read from the data, not from the text of the source, unless noted: active = inhibition above about 20% (passing the limit was not always enough); inactive = the rest.

SMILES	CatB mix inh	FXIa inh mix	Cathepsin G inh	Abs 340nm	CatL block	FXIIa mix inh	C1s inh	CatS block	CatB block
O=C(c1cccnc1)N1C2C=CC(C2)C1(C(F)(F)F)C(F)(F)F (stereo not given)	5.6	4.7	-2.9	1.06	-6.3	5.2	-0.2	-2.0	-4.1
CCC(=O)Nc1sc2c(c1C#N)CC(C)(C)NC2(C)C	4.4	0.0	-0.4	1.05	3.2	8.6	-5.7	11.9	-3.2
Cc1ccc(NC(=O)C2CC(=O)NC(Nc3cccc(C)c3)=N2)cc1 (stereo not given)	-4.4	1.4	-3.5	1.01	18.4	-5.3	-9.6	-1.0	1.4
COC(=O)c1ccccc1NC(=O)COC(=O)CSCC(=O)N1CCOCC1	2.1	3.8	-2.2	0.93	1.9	-2.0	1.6	-4.1	2.1
COc1ccccc1N1CCN(C(CNC(=O)C2CCCCC2)c2cccnc2)CC1 (stereo not given)	-2.1	4.0	0.1	1	10.1	4.4	1.7	4.4	1.7
O=S1(=O)CC(N2CCCCC2)C(N2CCCCC2)C1 (stereo not given)	3.9	3.3	2.3	0.98	-1.9	3.1	-0.3	9.8	-8.3
Cc1cc(OCC(=O)NCCO)cc(C)c1Cl	0.4	-5.9	-11.9	0.99	0.4	9.8	-20.8	-1.6	-0.4
CCCC(c1nnnn1C(C)(C)CC)N(CCCO)Cc1cc2cc(C)cc(C)c2[nH]c1=O (stereo not given)	-0.7	-3.5	-11.8	1.04	18.4	-2.6	-70.2	-1.8	4.7
Cn1c(=O)c2cc(S(=O)(=O)NC(Cc3ccccc3)C(=O)NCc3ccco3)ccc2n(C)c1=O (stereo not given)	2.2	-2.2	5.0	1.07	15.0	13.5	3.4	11.8	0.1
COc1cccc(C2CC(c3ccccc3Cl)n3nnnc3N2)c1 (stereo not given)	4.9	3.8	-3.3	0.99	-2.3	2.0	-11.2	-8.5	-7.7

Some of these compounds in order of their number in CatS block, lowest first.
SMILES	CatB mix inh	FXIa inh mix	Cathepsin G inh	Abs 340nm	CatL block	FXIIa mix inh	C1s inh	CatS block	CatB block
COc1cccc(C2CC(c3ccccc3Cl)n3nnnc3N2)c1 (stereo not given)	4.9	3.8	-3.3	0.99	-2.3	2.0	-11.2	-8.5	-7.7
CCCC(c1nnnn1C(C)(C)CC)N(CCCO)Cc1cc2cc(C)cc(C)c2[nH]c1=O (stereo not given)	-0.7	-3.5	-11.8	1.04	18.4	-2.6	-70.2	-1.8	4.7
Cc1cc(OCC(=O)NCCO)cc(C)c1Cl	0.4	-5.9	-11.9	0.99	0.4	9.8	-20.8	-1.6	-0.4

Later entries
SMILES	CatB mix inh	FXIa inh mix	Cathepsin G inh	Abs 340nm	CatL block	FXIIa mix inh	C1s inh	CatS block	CatB block
Cc1csc(=N)n1-c1ccc(Cl)cc1	-3.0	-7.1	1.8	1.02	11.0	5.1	-20.4	9.1	11.1
O=C(NCc1nc2ccccc2[nH]1)c1cc2ccccc2oc1=O	5.9	12.4	-0.5	1.11	-1.8	-0.7	5.2	5.4	-1.0
COc1ccc(CCn2c(C)cc(C(=O)CSc3nnnn3C)c2C)cc1	4.6	2.6	-11.0	1.02	2.0	-2.5	-9.4	13.0	3.8
N=c1c(S(=O)(=O)c2ccccc2)cc2c(=O)n3ccccc3nc2n1CC1CCCO1 (stereo not given)	-9.4	-17.4	-3.4	1.03	-96.2	5.5	-14.3	-3.5	-3.3
Cc1ccc2oc3c(c(=O)c2c1)C(c1cccc(O)c1)N(c1ccccn1)C3=O (stereo not given)	3.7	3.0	-1.3	1.1	16.8	-26.1	-3.9	12.7	-4.0
Cc1cc(Nc2cccc(F)c2)nc(-c2ccccc2O)n1	3.4	-1.0	1.1	1.06	4.1	0.5	-16.9	12.7	1.8
Cn1c(CCNC(=O)c2ccco2)nc2cc(NC(=O)NC3CCCCC3)ccc21	4.0	11.3	-1.2	1.03	-2.3	10.5	-0.1	16.7	-4.5
COC(=O)c1cc(Br)c(=O)n(Cc2ccc(OC)c(OC)c2)c1	1.2	4.7	6.5	1.02	8.8	2.6	9.1	-0.7	6.8
Cc1cccc(-n2c(CNC(=O)COc3ccccc3)nnc2SCC(=O)Nc2nccs2)c1	2.7	2.3	11.8	1	-0.3	9.2	2.7	13.9	1.1
CCOC(=O)c1c(C)c(C(=O)NCc2ccc3c(c2)OCO3)c(C)n1C	7.1	4.6	1.3	0.99	4.7	1.4	-24.9	0.4	-4.4
CCOc1ccccc1C1C(C#N)=C(N)Oc2n[nH]c(CC)c21 (stereo not given)	6.2	9.7	14.5	0.98	-9.4	5.4	7.2	2.8	-1.4
CC1CCCCC1NC(=O)CC1Oc2ccccc2NC1=O (stereo not given)	-0.8	6.4	-1.4	1.05	.	-6.1	2.7	4.5	-2.6
COC(=O)c1ccc2c(c1)S(=O)(=O)NC(=NCCCN1CCOCC1)S2	7.8	6.7	4.5	1.03	-4.8	12.8	7.8	0.9	-2.0
CCN(CC)C(=O)N1CCC(NC(=O)Cc2ccccc2)CC1	2.4	0.3	7.5	1.05	-1.2	4.1	-20.4	-3.2	1.5
CN(C)c1[nH]c(=O)c(C#N)c2c1CCN2Cc1ccccc1	1.1	16.0	6.9	1.11	-9.0	1.7	-4.7	-15.3	0.4
CC12CCC(C(=O)NCc3ccc4c(c3)OCO4)(CC1=O)C2(C)C (stereo not given)	0.8	5.3	8.3	1.06	.	-14.9	4.6	2.6	2.6
CC1CN(Cc2nc3c(c(=O)n(C)c(=O)n3C)n2Cc2ccc(Cl)cc2)CC(C)O1 (stereo not given)	3.6	2.8	10.0	1.03	14.0	-13.6	8.9	11.8	3.2
C=CCn1c(=O)c2ccccc2n2c(SCC(=O)NCCc3ccccc3)nnc12	2.0	0.9	-4.5	1.01	17.4	10.8	4.6	11.2	5.9
C=CCn1c(Oc2cc(C)ccc2C)nc2c1c(=O)n(C)c(=O)n2C	-9.0	-6.2	0.9	1.04	.	2.7	-45.8	-5.7	3.4
O=C1CC(SCc2nc3ccccc3[nH]2)C(=O)N1c1cccc(F)c1 (stereo not given)	0.9	8.8	10.2	1.02	3.0	-20.4	11.6	-12.1	2.7
CCOC(=O)c1cccc(NC(=O)c2cc3sccc3n2C)c1	2.8	2.8	-0.9	0.99	7.5	10.0	-0.4	-2.1	-2.5
CC(=O)Cc1nsc(Nc2ccc3c(c2)OCCO3)n1	6.1	2.4	0.6	1	-5.6	21.7	-5.9	-1.1	-1.2
Cc1nnc(Nc2ccc(C(=O)N3CCOCC3)cc2)c2ccccc12	6.6	6.2	11.7	1.21	-7.6	-5.2	18.2	-1.2	2.4
CC1Cc2ccccc2C(=O)N1 (stereo not given)	6.4	3.1	1.0	1.04	-9.6	-18.7	1.2	2.2	-2.5
CCOC(=O)Cc1csc(NC(=O)CSc2nnc(C3CC3)n2C)n1	3.4	7.9	3.0	0.98	10.8	4.3	-6.7	10.6	1.3
COC(=O)c1cc(NC(=O)CN(c2ccc3c(c2)OCO3)S(C)(=O)=O)ccc1Cl	-1.0	0.2	-1.8	1.03	-2.7	2.1	-19.9	-2.9	2.8
O=C(C1CCCCC1)N1CCN(c2ccccc2F)CC1	4.3	11.6	0.0	1.01	8.6	2.3	-7.4	9.9	-2.6
CCOc1ccc2nc(NC(=O)Nc3cccs3)sc2c1	1.1	0.6	6.0	1.04	-6.6	-2.0	-7.0	-4.6	1.3
O=C(NC1CCC(C(=O)O)CC1)OCc1ccccc1 (stereo not given)	1.6	4.8	10.1	1.03	-1.0	5.0	8.3	-4.7	3.8
CC(Oc1ccc2oc(-c3ccccc3)c(C(=O)O)c2c1)C(=O)O (stereo not given)	-8.8	-3.2	5.5	1.01	-12.0	8.1	-2.8	-8.5	0.9
CCOC(=O)c1c(NC(=O)c2nn(CC)cc2Br)sc2c1CCCCC2	-2.0	6.2	-7.1	1.09	-23.5	0.0	-9.1	-6.2	-2.1
O=C(CCCc1c[nH]c2ccccc12)N1CCCCCC1	1.0	-0.5	8.6	0.98	4.3	5.6	-0.4	-3.3	-2.0
CCc1ccc(OCC(=O)Nc2ccc(-c3nc4ccccc4o3)c(O)c2)cc1	5.8	-0.4	-2.5	1.11	-254.4	-4.6	-39.0	-2.6	-6.2
CN1CCc2cc3c(c4c2C1CC41CCC(=NO)CC1)OCO3 (stereo not given)	1.3	3.9	5.9	1.01	18.7	5.4	1.4	7.0	0.8
CCc1nn(C(C)C(=O)N2CCc3ccccc3C2)c(=O)c2cc3occc3n12 (stereo not given)	1.4	3.8	-5.7	1.01	21.8	6.5	-38.8	13.0	5.8
Oc1ccc(COCc2ccccc2)c2cccnc12	-1.5	6.6	3.0	1.02	15.5	17.3	-12.4	8.2	0.4
C=CCOc1ccc2c(c1)c(S(=O)(=O)c1ccc(C)cc1)cn2COC	3.6	7.7	9.1	0.99	3.8	7.2	14.9	2.2	4.2
CCCCNC(=O)CSc1nc2ccc(N3CCOCC3)cc2c(=O)n1CCc1ccccc1	10.9	8.4	4.0	1.01	-6.0	-7.6	1.7	23.4	-1.8
O=C1c2ccccc2-c2ncnc3c(N4CCOCC4)cc(N4CCOCC4)c1c23	3.5	5.3	0.0	1.07	11.9	2.1	3.9	6.4	0.9
O=C(OCC(=O)c1ccc[nH]1)c1ccc(S(=O)(=O)N2CCCCC2)cc1	0.5	-2.9	12.0	0.99	12.5	11.5	-14.1	5.4	1.6
O=C(COC(=O)C1CCCN1C(=O)c1cccs1)Nc1ccc2c(c1)OCO2 (stereo not given)	2.4	8.9	-0.7	1.03	.	11.7	-1.5	-2.7	-0.1
O=C1NCC2=C1C(c1ccccc1)Nc1ccccc1N2 (stereo not given)	4.9	3.0	11.4	1.06	-0.6	2.3	16.5	0.1	-3.8
COCc1nc2ccccc2n1Cc1ccc(Br)cc1	1.7	3.3	6.0	1.02	-2.5	10.6	-6.7	5.5	2.0
Cc1cccc(-n2ncc3c(N4CCOCC4)ncnc32)c1	1.7	2.1	-12.2	1.05	-1.8	-0.9	-16.7	4.1	4.5
CCCCSc1nn[nH]n1	-0.2	1.8	8.2	1.03	-8.8	-18.1	11.4	-6.8	0.2
CCCOC(=O)CN1C(=O)c2ccccc2C1=O	-7.4	7.9	0.5	1.03	-1.9	-0.9	-0.5	0.8	-3.0
O=C1N=C(N2CCOCC2)S/C1=C1\C(=O)N(Cc2ccccc2)c2ccc(Br)cc21	1.1	2.5	-3.9	1	-1.9	-15.5	-1.7	3.6	-0.4
CCN1C(=O)/C(=C\N2CCN(c3cccc(Cl)c3)CC2)SC1=S	-1.9	4.2	-3.6	1.05	0.9	20.4*	-5.4	15.5	3.8
O=C1c2ccccc2C(=O)N1OCCOCCOCCON1C(=O)c2ccccc2C1=O	2.9	-1.9	8.4	0.99	-7.0	4.4	7.4	-9.0	-1.0
O=c1cc(CSc2nnc(COc3ccccc3Cl)o2)nc2sccn12	1.5	0.9	8.6	1.04	-1.5	-12.7	-7.1	1.0	2.0

The results go on:
SMILES	CatB mix inh	FXIa inh mix	Cathepsin G inh	Abs 340nm	CatL block	FXIIa mix inh	C1s inh	CatS block	CatB block
CC(C)Oc1cccc(C(=O)Nc2ccccc2N2CCOCC2)c1	4.0	6.7	-1.9	0.99	-8.1	-2.9	1.6	-1.0	-2.2
CC(=O)N1c2c(cc(Br)cc2S(=O)(=O)NCc2cccnc2)CC1C (stereo not given)	-3.8	-6.6	-6.0	1.01	4.3	-3.2	-50.9	-7.9	4.8
CC(=O)N=C1SC2CS(=O)(=O)CC2N1c1cccc(Cl)c1Cl (stereo not given)	1.1	2.6	3.1	1.01	-4.0	-7.5	-22.3	-8.3	1.5
CCCCOc1ccc(-c2nnn(C(C)C(=O)OCC)n2)cc1 (stereo not given)	-1.5	-2.9	1.2	0.99	27.2	1.4	5.2	1.9	0.5

Not all compounds are listed. The share of hits here may be higher or lower than overall.
